Compound activity: PubChem, Sanford-Burnham Center for Chemical Genomics
Gli-Sufu block = blocks Gli-Sufu signaling in a luciferase reporter; 340,000 tested, 0.74% active; Sufu-KO-LIGHT fibroblasts, Gli luciferase reporter luminescence; AID 588413; inhibition, % at 5 µM;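 active means inhibition above about 55%, limit read from the data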;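 further: 0% = DMSO-treated cells and 100% = wells with medium but no cells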
697 NFkB inh = inhibitors of the PMA/ionomycin-induced NF-kB reporter in 697 B cells | 697 B-cell NF-kB luciferase reporter, 16 h | inhibition, % at 4 µM | 330,000 tested, 0.33% active; in the data active means inhibition above about 35%
UBC13 inh = human UBC13 polyubiquitination inhibition; AID 485273; UBC13 polyubiquitin chain formation, TR-FRET; 330,000 tested, 0.47% active; inhibition, % at 20 µM; in the data active means inhibition above about 45%, passing the limit was not always enough
Jurkat NFkB inh = lowers PMA/ionomycin-induced NF-kB signal in Jurkat cells; inhibition, % at 4 µM; 330,000 tested, 0.53% active; PMA/ionomycin-induced NF-kB luciferase reporter, luminescence; AID 435003
SENP7 inh = SENP7 protease inhibition; recombinant SENP7, Z-RLRGG-aminoluciferin luminescence, 40 min; Q9BQF6; inhibition, % at 5 µM; 330,000 tested, 1.5% active;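 active means inhibition above about 50% at the single test dose, limit read from the data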;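 further: plate controls were DMSO with enzyme for no effect and no enzyme buffer wells for full effect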
HKDC1 inhibitor = HKDC1 (human) hexokinase inhibition; Q2TB90; recombinant HKDC1, G6PDH/diaphorase resazurin coupled fluorescence; inhibition, % at 20 µM; 340,000 tested, 0.16% active; AID 493160;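 active means inhibition above about 35% when tested at 20 µM, limit read from the data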;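 further: plate controls were DMSO wells with enzyme for no effect and DMSO wells lacking enzyme for full effect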
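Assay system: in-house recombinant HK5 (HKDC1) enzyme. Input: HKDC1 at 5 µg/mL. Medium: Tris pH 8.0 buffer with MgCl2, Tween-20, BSA, BME. Dosing: single 20 µM dose. Schedule: 90 min reaction incubation at room temperature, dark. Signal: resazurin-to-resorufin fluorescence via G6PDH and diaphorase coupling, 525/613 nm. Controls: DMSO-enzyme wells negative, buffer-substituted wells positive.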
SENP8 block = inhibitors of human SENP8 protease. Q96LD8. purified SENP8, Z-RLRGG-aminoluciferin cleavage, luminescence. inhibition, % at 10 µM. 330,000 tested, 1.2% active
Apaf-1 inh = inhibitors of human Apaf-1 apoptosome; O14727; reconstituted apoptosome caspase-3 activity, DEVD-Rh110 fluorescence; inhibition, % at 20 µM; 330,000 tested, 0.71% active; active means inhibition of at least 40% at 20 µM;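 further: plate controls were DMSO wells for no effect and DEVD-CHO caspase inhibitor wells for full effect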
Target sequence (O14727 whole entry, looked up): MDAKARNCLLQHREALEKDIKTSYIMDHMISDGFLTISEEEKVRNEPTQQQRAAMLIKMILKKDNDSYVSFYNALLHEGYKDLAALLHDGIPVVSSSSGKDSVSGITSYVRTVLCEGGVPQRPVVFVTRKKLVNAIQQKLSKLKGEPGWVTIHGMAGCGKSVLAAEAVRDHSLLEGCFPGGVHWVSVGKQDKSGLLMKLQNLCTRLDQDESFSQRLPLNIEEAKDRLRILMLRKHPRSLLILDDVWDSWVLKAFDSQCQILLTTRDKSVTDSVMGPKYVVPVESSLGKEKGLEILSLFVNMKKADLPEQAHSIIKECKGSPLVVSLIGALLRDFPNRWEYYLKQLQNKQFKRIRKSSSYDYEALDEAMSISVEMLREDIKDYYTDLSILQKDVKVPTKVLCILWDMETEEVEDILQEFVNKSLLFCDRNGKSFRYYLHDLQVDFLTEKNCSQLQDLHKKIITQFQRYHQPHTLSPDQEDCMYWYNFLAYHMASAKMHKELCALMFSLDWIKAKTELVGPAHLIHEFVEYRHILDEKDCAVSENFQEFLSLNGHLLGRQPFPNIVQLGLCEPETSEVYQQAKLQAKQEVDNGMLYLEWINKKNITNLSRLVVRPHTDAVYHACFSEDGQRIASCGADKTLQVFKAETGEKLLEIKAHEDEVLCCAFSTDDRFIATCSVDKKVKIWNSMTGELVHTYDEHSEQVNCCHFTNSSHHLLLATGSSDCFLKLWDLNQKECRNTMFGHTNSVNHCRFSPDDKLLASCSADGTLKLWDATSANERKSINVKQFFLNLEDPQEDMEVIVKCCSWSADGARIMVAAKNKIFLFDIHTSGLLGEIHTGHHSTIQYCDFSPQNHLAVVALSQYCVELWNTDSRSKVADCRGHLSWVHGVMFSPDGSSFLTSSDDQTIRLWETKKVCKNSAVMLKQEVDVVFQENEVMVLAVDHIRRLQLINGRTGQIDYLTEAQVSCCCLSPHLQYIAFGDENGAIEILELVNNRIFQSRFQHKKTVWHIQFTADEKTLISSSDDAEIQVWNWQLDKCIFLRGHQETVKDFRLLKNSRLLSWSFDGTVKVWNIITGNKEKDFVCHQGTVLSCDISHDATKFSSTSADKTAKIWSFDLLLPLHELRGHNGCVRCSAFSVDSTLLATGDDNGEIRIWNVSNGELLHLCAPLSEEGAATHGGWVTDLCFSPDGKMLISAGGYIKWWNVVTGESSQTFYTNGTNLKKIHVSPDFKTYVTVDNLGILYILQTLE
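Material: reconstituted apoptosome with Apaf-1, cytochrome c, caspase-9, procaspase-3, dATP; medium: pH 7.5 Hepes buffer with CHAPS, BSA, DTT; also added: cytochrome c and DEVD-Rh110 substrate; timing: 30 min plus 50 min, RT; signal: Rh110 fluorescence intensity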
* hit, by the source's call. Unless noted, no stated cut-off is given here; in the data, active means inhibition above about 50%; inactive means the rest.

SMILES	Gli-Sufu block	697 NFkB inh	UBC13 inh	Jurkat NFkB inh	SENP7 inh	HKDC1 inhibitor	SENP8 block	Apaf-1 inh
O=C(COC(=O)c1c2c(nc3ccccc13)CCCC2)c1ccc(Br)s1	6	-7	-1	2	14	5	-1	22
Nc1cc2c(cc1[N+](=O)[O-])OCCO2	-4	0	-81	-5	14	-11	-5	3
CC(C)CN1C(=O)CC(Sc2ccccc2C(=O)O)C1=O (centres undefined)	1	16	8	-9	-5	-10	3	-5
O=C(c1cccs1)N1CCN(Cc2ccc3c(c2)OCO3)CC1	3	-3	5	6	6	0	-2	-2
CC(C)CN(C(=O)C1CCCC1)C1CCS(=O)(=O)C1 (centres undefined)	-6	16	-5	16	-4	-8	-3	-1
CCc1nnc(NC(=O)C2=NN(C3CCS(=O)(=O)C3)C(=O)CC2)s1 (centres undefined)	0	-1	2	-1	-2	-3	1	2
CC(C(=O)Nc1ccc(O)cc1)c1cccc(C(=O)c2ccccc2)c1 (centres undefined)	15	-28	4	11	5	-1	6	-3
CCN(CC)Cc1c(O)ccc2c1O/C(=C\C=C\c1ccccc1)C2=O	0	-10	-24	-5	-6	1	-9	4
Cc1cc(C)cc(NC(=O)COC(=O)CCn2c(C)csc2=O)c1	-6	2	2	-10	-4	-3	-8	8
CCC(Oc1ccccc1)C(=O)Nc1cc(Cl)ccc1-n1cncn1 (centres undefined)	-8	-1	-6	14	-6	-8	6	5
CCOC(=O)CSc1nc2c(c(=O)n1-c1ccc(OCC)cc1)SCC2	0	5	-6	-9	-1	-13	3	-12
Cc1sc2ncnc(N3CCC(C(=O)NNC(=O)COc4ccc(Br)cc4)CC3)c2c1C	-2	9	4	9	0	0	-1	13
COc1ccc(/C=N/NC(=O)c2ccc(OC)c(OC)c2)cc1COc1c(F)c(F)c(F)c(F)c1F	12	-16	-3	-3	-10	7	-3	13
CCOc1ccc(NC(=O)CN2CCN(CC(=O)Nc3ccc(Cl)c(C(F)(F)F)c3)CC2)cc1	13	1	5	5	-3	-6	-2	5
CC(C)(CSc1nncn1/N=C/c1ccco1)NS(=O)(=O)c1ccc(Cl)cc1	-69	-17	-10	-5	-7	0	-9	8
Cc1ccc(C(=O)Nn2c(C)nc3ccccc3c2=O)cc1C	1	16	11	-2	-4	0	-2	-1
Cc1cc(C)c(S(=O)(=O)N(C)Cc2cnn(C)c2)c(C)c1	3	9	2	4	1	-2	2	8
Cc1nn(CCC#N)c2[nH]c(=O)cc(C(F)(F)F)c12	-10	15	-3	0	10	-3	-4	-7
COc1ccc(C(=O)Cn2nnc(-c3cccs3)n2)cc1	-7	12	0	3	12	-1	-17	5
O=S(=O)(NCC(c1ccco1)N1CCN(c2ccccc2F)CC1)c1ccccc1 (centres undefined)	10	18	9	-2	2	-5	7	3
O=C(Nc1ccccc1Oc1cccnc1)C1CCCN(C/C=C/c2ccc(F)cc2)C1 (centres undefined)	19	-2	9	-9	-1	-6	-4	20
Nc1n[nH]c(N)c1N=Nc1cccc(F)c1	1	3	-5	-7	6	-5	6	15
CCc1nnc(NC(=O)CSc2nnc(CNc3cccc(Cl)c3)n2CC)s1	7	19	-2	-24	8	0	3	-5
CCc1ccc(C(C)NC(=O)c2cc(C)oc2C)cc1 (centres undefined)	3	4	7	4	5	3	-6	6

Brought forward from above: two entries, followed by the next part.
SMILES	Gli-Sufu block	697 NFkB inh	UBC13 inh	Jurkat NFkB inh	SENP7 inh	HKDC1 inhibitor	SENP8 block	Apaf-1 inh
CCc1nnc(NC(=O)CSc2nnc(CNc3cccc(Cl)c3)n2CC)s1	7	19	-2	-24	8	0	3	-5
CCc1ccc(C(C)NC(=O)c2cc(C)oc2C)cc1 (centres undefined)	3	4	7	4	5	3	-6	6
O=C(NCCS(=O)(=O)N1CCN(c2ccccc2F)CC1)c1ccc(Br)cc1	5	18	6	-8	5	3	3	2
CCOCC(=O)Nc1cc(Cl)ccc1C	0	9	2	-8	-1	-4	-7	0
COC(=O)CSc1nc(NCc2ccccc2)nc(N(C)C)n1	12	15	-5	-8	-12	-2	-8	6
CN(C)C(=O)N(CCCN1CCOCC1)Cc1cccc2ccccc12	2	6	3	8	-8	0	-4	3
CCn1nc(C)c(/C=N/NC(=O)Cn2cncn2)c1C	-4	-2	4	0	-1	-3	5	-3
COc1ccc(N(CC(=O)Nc2cccc(N(C)S(C)(=O)=O)c2)S(=O)(=O)c2ccc(C)cc2)cc1	1	-21	-4	0	0	-2	5	16
CC1CCCCC1NC(=O)CCS(=O)(=O)c1cccc2nonc12 (centres undefined)	-3	-22	-10	10	3	4	3	17
O=C(N/N=C/c1cc2ccccc2nc1Cl)/C(=C/c1cccs1)NC(=O)c1ccccc1	8	-13	-9	11	1	6	2	25
O=C(O)/C=C/C(=O)NNC(=O)c1ccc(Cl)cc1Cl	-2	16	-2	-13	6	-11	2	-8
CC(NC(=O)NCCCC(=O)O)(C(F)(F)F)C(F)(F)F	-8	3	2	0	6	0	5	-8
Cc1ccc2nc(C)c(C(=O)NN=C3CCN(C)CC3)n2c1	3	9	-6	0	8	0	-5	-13
COc1ccc2c(CC(=O)NCC3CCC(C(=O)O)CC3)cc(=O)oc2c1 (centres undefined)	2	17	7	1	-5	-5	-9	-6
CC1(C)C(=O)C2(C(=O)NCc3ccccc3)CCC1C2 (centres undefined)	-3	15	0	-2	1	-3	-2	-8
CC(C)CC(=O)N1CCN(S(=O)(=O)c2ccc(C3CCCCC3)cc2)CC1	38	-2	-5	38	4	-1	-2	11
O=C(/C=C/c1ccccc1)Nn1cnnc1	4	-18	7	-9	9	-10	-9	-2
Cc1cccc(C)c1NC(=O)Cn1nnc(-c2ccc(CN3CCC(C)CC3)cc2)n1	28	1	6	0	0	-15	1	-8
CCN(c1ccc(NC(=O)COC(=O)c2ccc(C)s2)cc1)C(C)C	-16	15	2	-11	1	2	-8	-1
COC(=O)[C@@]12CCCN1[C@H](c1ccc(-c3ccc(C(C)=O)cc3)c(OC)c1)[C@H]1C(=O)N(C)C(=O)[C@H]12	0	-28	-1	-40	-3	6	-2	-1
CSc1ccc(CN2CCN(CCC(C)C)C(CCO)C2)cc1 (centres undefined)	-1	-9	1	-2	6	3	-3	1
CC(NC(=O)C1CCN(C(=O)c2ccc(F)cc2)CC1)c1ccc(-n2ccnc2)cc1 (centres undefined)	-4	0	-6	-18	3	-2	-11	11
COc1cc(/C=N/NC(=O)C(=O)NCc2cccnc2)ccc1O	-10	21	-21	14	2	2	-6	-6
CC(/C=C/c1ccc2c(c1)OCO2)=N\NC(=O)COc1ccccc1C	3	8	1	-13	-2	-3	0	22
CC(=O)Nc1ccc(C(=O)NNS(=O)(=O)c2ccc(C)cc2)cc1	3	5	-3	2	2	-8	-5	1
COc1cccc(NC(=O)COC(=O)c2cccnc2)c1	1	-10	4	7	0	2	-5	-2
O=C(Nc1ccc(Cl)cc1)c1ccc2snnc2c1	-52	-103	-9	-55	-15	-2	-16	17
CN(C)CCSc1nc2cc(S(=O)(=O)N3CCCCC3)ccc2o1	2	-1	9	15	-3	-3	1	-11
Cc1ccc(-c2csc(NCCn3c(-c4ccncc4)nc4cc(C(F)(F)F)ccc43)n2)cc1	-2	10	32	16	-7	-3	-10	19
O=C(CSc1nc2[nH]ncc2c(=O)[nH]1)c1ccccc1	-8	17	9	-6	2	-8	-2	-7
O=C(Nc1nc(-c2cc(F)ccc2F)cs1)c1cccc(N2C(=O)CCC2=O)c1	-5	-6	-5	-2	9	-2	0	11
CCOC(=O)c1c(NC(C)=O)sc2c(OCC(O)CN(CC)CC)c(Br)ccc12 (centres undefined)	24	-15	28	10	4	13	-1	10
Cc1cccc(NC(=S)N(CCCN2CCOCC2)C(C)c2cc3ccccc3o2)c1C (centres undefined)	6	20	9	0	1	2	2	-5
O=C(CCNS(=O)(=O)c1ccccc1)N1CCCC1	-4	-19	1	-20	-2	-7	-1	-3
CCCn1c(SCC(=O)Nc2nc(C)cs2)nnc1-c1cccnc1	3	18	6	5	-4	-3	-4	-4
O=C(Nc1cccc(Cl)c1)c1ccc(Cn2cc(Cl)cn2)cc1	-5	10	12	-22	13	-9	8	13
O=C1CC(N2CCN(S(=O)(=O)c3ccc(Cl)cc3)CC2)C(=O)N1CCc1ccccc1 (centres undefined)	5	-18	-2	9	14	-9	-2	16
COc1ccc(Cc2noc(CN(C)CC(O)c3ccccc3)n2)cc1OC (centres undefined)	-5	2	-2	-6	1	-7	2	-2
CCCCN(CCCC)C(=O)C1CC=CCC1C(=O)O (centres undefined)	4	1	0	-6	4	-4	3	-1
Clc1ccc(-c2cn3c(n2)CCC3)cc1	-66	-104	0	-71	24	-2	16	5
Cc1cc(Oc2ccc(=O)n(C)n2)nc(SCC(N)=O)n1	4	-5	-11	-2	-10	5	-4	-5
c1coc(CNc2nc3ccccc3n2CCN2CCOCC2)c1	4	-20	-2	-15	1	-11	-7	-12
COc1ccccc1C1NC(=O)NC(C)=C1C(=O)OC1CCCCC1 (centres undefined)	7	-20	-10	21	-3	-5	0	19
COc1ccc(C(=O)Nc2ccccc2N2CCOCC2)cc1Br	4	4	-6	0	-11	-4	-13	11
N#Cc1c(Nc2ccccc2)c(/C=N/NCCO)c[nH]c1=O	2	4	1	-4	5	-10	2	-4
CC(C)CNC(=O)/C=C/C=C/c1ccc2c(c1)OCO2	-24	10	0	-22	1	-6	-3	-1
CCCNC(=O)N1CCN(S(=O)(=O)c2ccc(C)c(C)c2)CC1	-13	8	0	-3	14	-13	3	3
Cc1ccccc1NS(=O)(=O)c1csc(C(N)=O)c1	0	13	1	14	2	-4	-2	3
CC(=O)Nc1ccc(NC(=O)C2CCCN2C(=O)Nc2cccc(F)c2)cc1 (centres undefined)	4	19	1	6	1	-1	7	-3
COc1ccc(C(C(=O)NC2CCCC2)N(Cc2ccccc2)C(=O)c2nsc(Cl)c2Cl)cc1 (centres undefined)	8	-34	-6	-3	-13	0	-3	21
CS(=O)(=O)c1cccc(C(=O)OCCCC(=O)c2ccccc2)c1	-7	4	8	-8	-1	-3	6	-7
CC(C)Sc1nnc(Nc2ccccc2)s1	-51	-88	-2	-103	44	-1	24	8
CCC(C)(C)NC(=O)C(c1ccccc1Cl)N(C(=O)CCC(=O)Nc1cc(C)on1)c1ccc(NC(C)=O)cc1 (centres undefined)	54	5	0	-17	6	-9	6	5
Cc1[nH]nc(NNC(=O)c2ccccc2)c1[N+](=O)[O-]	7	-6	-5	-11	0	2	2	-15
Cc1ccc(Cl)cc1NC(=O)COC(=O)CC1CC2CCC1C2 (centres undefined)	-1	-4	1	-9	15	1	-1	26
Cc1ccc(S(=O)(=O)N2CCN(c3ccc([N+](=O)[O-])cn3)CC2)cc1	2	-16	0	5	-9	-4	3	-22
CCCCc1nnc(NC(=O)CSc2nc(=O)cc(N)n2-c2cccc(C)c2)s1	18	22	-9	3	-12	10	-10	8
C/C(=N/NC(=O)CNC(=O)c1ccco1)c1ccco1	9	6	2	17	0	0	3	-5

Record cards, from the list above. Order of screens: Gli-Sufu block, 697 NFkB inh, UBC13 inh, Jurkat NFkB inh, SENP7 inh, HKDC1 inhibitor, SENP8 block, Apaf-1 inh
CC(C)Sc1nnc(Nc2ccccc2)s1 is entered as -51, -88, -2, -103, 44, -1, 24, 8
CCCCc1nnc(NC(=O)CSc2nc(=O)cc(N)n2-c2cccc(C)c2)s1 is entered as 18, 22, -9, 3, -12, 10, -10, 8
CS(=O)(=O)c1cccc(C(=O)OCCCC(=O)c2ccccc2)c1 is entered as -7, 4, 8, -8, -1, -3, 6, -7
Cc1[nH]nc(NNC(=O)c2ccccc2)c1[N+](=O)[O-] is entered as 7, -6, -5, -11, 0, 2, 2, -15
CCC(C)(C)NC(=O)C(c1ccccc1Cl)N(C(=O)CCC(=O)Nc1cc(C)on1)c1ccc(NC(C)=O)cc1 (centres undefined) is entered as 54, 5, 0, -17, 6, -9, 6, 5
